# GSIS activator – primary screen for activators of insulin secretion dependent on glucose, INS-1E cells, GLuc reporter luminescence; actives 0.61% (n = 370,000); INS-1E GLuc reporter insulin secretion, 2-3 h; activation, % at 16.6 µM;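 active = lowest replicate activation of at least 40%, so every replicate reaches that level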;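 also: 0% = median of neutral control wells and 100% = median of IBMX positive control wells; some compounds called inactive have numbers as strong as hits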
# Statin myotox sup – suppression of simvastatin myotoxicity; C2C12 myotubes + simvastatin, ATP luminescence, 48 h; scaled: DMSO 0, geranylgeraniol control 100; rescue of ATP level, % at 7.49 µM; actives 0.78% (n = 330,000);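 active = mean ATP rescue above about 67%, or every replicate alone reaching that limit, limit read from the data, passing the limit was not always enough; inconclusive = no clear call, values can overlap the other calls; inactive = mean under the limit and some replicate under it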;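 also: myotubes were challenged with 10 µM simvastatin during compound exposure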
# LGR2 antag – Drosophila LGR2 receptor signaling inhibition; HEK293 LGR2, CRE-luciferase, bursicon-stimulated, 4 h; inhibition, % at 9.99 µM; actives 0.35% (n = 380,000); AID 720647;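 active = drop in luminescence signal, shown as inhibition above about 50% in the replicate tests, limit read from the data, passing the limit was not always enough; inconclusive = probably only some replicates passing the limit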;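 also: agonist challenge used bursicon conditioned medium at about half maximal strength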
# Cneo AK release – causes C. neoformans cell lysis. adenylate kinase release luminescence, 4 h; normalised: neutral wells 0, clomiphene wells 100. lysis activity, % at 15 µM. actives 0.2% (n = 360,000);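 active = mean lysis activity across replicates of at least 80%, whatever share of replicates individually reach that level; inactive = mean lysis activity below 80%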
#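 Assay system: log-phase C. neoformans yeast / Quantity: yeast cell density of 5 × 10^6 cells/mL / Medium: fresh YPD growth medium / Compound: single dose / Timing: static 4 h at 37 °C with compound, 1 h detection / Measured by: adenylate kinase release luminescence / Read-out: lysis from increased AK signal / Benchmarks: Clomiphene as positive lysis control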
# PGC1a acetyl inh – PGC1a acetylation modulation, inhibitor mode; U2OS PGC1a acetylation, AlphaScreen anti-acetyl-lysine; with virally co-expressed GCN5 acetyltransferase; inhibition, % at 15.6 µM; actives 0.17% (n = 350,000);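 active = every replicate shows inhibition of at least 40%; inconclusive = mean inhibition at least 40% but some replicate below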;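 also: 0% = neutral control wells and 100% = positive control wells; some results beyond the cut were filed as inactive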
# PAX8 reporter – lowers PAX8-driven luciferase in RMG-I cells | inhibition, % at 12.6 µM | RMG-I TPO-luciferase reporter, SteadyGlo, 24 h | actives 1.2% (n = 360,000);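 active = mean replicate inhibition at least 60% with every replicate also reaching 60%; inconclusive = only one of the two criteria is met; inactive = mean below 60% and not all replicates reaching 60%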;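 also: luciferase light reporting Pax8 driven TPO promoter activity; plate controls were median of neutral control wells for no effect and mitoxantrone controls for full effect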
# ARNT-TACC3 inh – ARNT/TACC3 interaction disruption | Q9Y6A5 | AlphaScreen His-ARNT PAS-B/GST-TACC3 binding, luminescence; TACC3 fragment carries E629A point mutation | inhibition, % at 9.99 µM | actives 0.66% (n = 390,000) | AID 623870;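 active = mean inhibition of replicates at least 50% and at least half of replicates each reaching 50%; inconclusive = half or more replicates reach 50% but mean below 50%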;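 also: 0% = complete ARNT plus TACC3 wells and 100% = ARNT alone without TACC3; many hits fall short of the cut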
# PglD inh – inhibitors of Campylobacter jejuni PglD acetyltransferase. inhibition, % at 12.5 µM. purified PglD enzyme, DTNB colorimetric CoA detection. actives 0.098% (n = 360,000); in the data active = inhibition above about 16%, passing the limit was not always enough; inconclusive = no clear call, values can overlap the other calls; also: strong numbers were not always called active
# Numbers without * were called inactive; ? = inconclusive; . = no result given.
cpd | canonical_smiles | GSIS activator | Statin myotox sup | LGR2 antag | Cneo AK release | PGC1a acetyl inh | PAX8 reporter | ARNT-TACC3 inh | PglD inh
1 | CCCCNc1c(-c2ccc(SC(C)CC)c(OC)c2)nc2ccc(C)cn12 (stereo unspecified) | 4 | -29 | 6 | 14 | -10 | ? | 20 | -4
2 | COCCNC(=O)CN(C(=O)CCC(=O)Nc1cc(C)on1)c1ccccc1C | . | 0 | . | -1 | 4 | 17 | 1 | -2
3 | O=C(CSc1nc(=O)[nH]c2c1CCCC2)Nc1cc(C(F)(F)F)cc(C(F)(F)F)c1 | 19 | -26 | -12 | 6 | -1 | -7 | -5 | -1
4 | COc1ccc(S(=O)(=O)N2C[C@@H](O)COC[C@@H]3O[C@H](CC(=O)NCCCN(C)C)CC[C@H]32)cc1 | 2 | 1 | 1 | 0 | -1 | 2 | -2 | -5
5 | O=C(CCn1c(=S)[nH]c2ccccc2c1=O)N1CCOCC1 | -10 | -1 | -5 | -1 | 4 | -22 | -5 | 4
6 | COc1cc(-c2n[nH]c(=S)n2/N=C/c2cccn2C)cc(OC)c1OC | -1 | . | 8 | . | . | 7 | -1 | .
7 | O=C(OCc1cnc(Cl)s1)c1cccc(Cl)c1 | . | 1 | . | 6 | 6 | . | -12 | -5
8 | Cc1cc(C(=O)NCCN2CCOCC2)ccc1[N+](=O)[O-] | -3 | . | 0 | . | 11 | 11 | 5 | .
9 | Cc1ccccc1C(=O)NNC(=O)c1ccc2nc[nH]c2c1 | 6 | . | 8 | . | . | -20 | -4 | .
10 | Cc1sc2nc(-c3ccccc3)oc(=O)c2c1C | -12 | -17 | -65 | 0 | 3 | -8 | -18 | -5
11 | COc1ccc(CCNC(=O)CSc2nc(N)c(C#N)c(-c3cccs3)c2C#N)cc1OC | -10 | -6 | 15 | 7 | 5 | . | 0 | 3
12 | COCC(=O)N1CC2(C1)[C@H](c1ccccc1)[C@H](CO)N2C(=O)NC1CCCC1 | 5 | . | 3 | . | -3 | -11 | . | .
13 | CN1CCN(C(=O)/C=C/c2c(F)cccc2Cl)CC1 | 0 | 3 | -9 | 5 | 4 | 6 | 0 | 1
14 | COc1cccc(C(=O)O/N=C(\N)c2ccccn2)c1 | -5 | -10 | 101* | -8 | . | 25 | 2 | -7
15 | Cc1ccc(C)c(S(=O)(=O)NCc2ccc(C(=O)N3CCOCC3)cc2)c1 | 7 | 2 | 4 | 1 | -24 | 4 | 2 | 1
16 | CSc1nnc2c(n1)c(C)nn2-c1cccc(C)c1 | . | 3 | . | 0 | 5 | -16 | . | 5
17 | NN1C(=O)/C(=C2/Sc3ccccc3N2CCCS(=O)(=O)O)SC1=S | 0 | 5 | 10 | -2 | 9 | -46 | 6 | -18
18 | Cc1ccc(-c2nc3cnccn3c2Nc2ccc3c(c2)OCO3)cc1 | . | 6 | . | 7 | . | 3 | 4 | -1
19 | Cc1cccc(NC(=S)N2CCCCC2c2cccnc2)c1C (stereo unspecified) | 11 | -4 | -11 | 0 | 0 | -6 | -4 | 1
20 | COc1ccc(S(=O)(=O)NCc2cccnc2)cc1C | 3 | -2 | 15 | 1 | 2 | -2 | -3 | -2
21 | Cc1ccc(-n2c(=O)cc(N3CCc4ccccc4C3)[nH]c2=O)cc1 | -3 | 4 | -7 | -4 | 3 | . | -3 | 0
22 | C[C@H](CO)N1C[C@H](C)[C@@H](CN(C)C)Oc2cc(C#Cc3ccc(F)cc3)ccc2S1(=O)=O | -17 | -2 | 11 | 1 | -18 | 22 | 6 | -3
23 | O=C1CCCC(=O)C1=Cc1c[nH]c2ccccc12 | . | . | . | -1 | 4 | . | -4 | 7
24 | CC(=O)Nc1ccc(NC(=O)Cn2c(CC(=O)N3CCCC3)nc3ccccc32)cc1 | 6 | . | -1 | 18 | -10 | . | -4 | -4
25 | O=C(N/N=C/c1ccc([N+](=O)[O-])o1)C(O)c1ccccc1 (stereo unspecified) | . | 17 | . | 0 | -13 | 24 | 0 | 3
26 | O=C(NCc1ccccn1)c1cccc(S(=O)(=O)N2CCc3ccccc32)c1 | 9 | -3 | 9 | -3 | 14 | . | -6 | 2
27 | COC(=O)c1c(NC(=O)C2CCCCC2)sc2c1CCN(C(C)C)C2 | . | -11 | 4 | 0 | 10 | -9 | 5 | 1
28 | COc1cc(C(=O)NCC(c2ccco2)N2CCc3ccccc32)cc(OC)c1OC (stereo unspecified) | -35 | 4 | 1 | . | . | 16 | -5 | .
29 | CCCN(C(=O)COC(=O)C12CCC(=O)N1c1ccccc1S2)c1c(N)n(Cc2ccccc2)c(=O)[nH]c1=O (stereo unspecified) | 11 | 4 | 4 | 3 | . | 8 | -4 | -2
30 | CCCNC(=O)Nc1ccc2c(c1)C(=O)N(C)C[C@@H](OC)[C@H](C)CN(C(=O)C1CC1)[C@H](C)CO2 | -4 | 6 | 4 | 11 | -4 | -6 | -9 | 3
31 | O=C(CN1CCOCC1)N[C@H]1CC[C@H](CCNC(=O)Nc2cc(F)ccc2F)O[C@@H]1CO | -3 | -3 | -15 | -5 | 1 | -14 | -4 | 1
32 | O=C(NCC[C@H]1CC[C@@H](NC(=O)C2CCOCC2)[C@@H](CO)O1)c1ccc(F)cc1 | 9 | 0 | 11 | 4 | -7 | 12 | . | 0
33 | CCN(CC)c1ccc(/C=N/NC(=S)NCc2ccc(OC)cc2)cc1 | -11 | . | -10 | . | . | -20 | 6 | .
34 | O=C(O)c1cc2ccc3ccccc3c2[nH]1 | -10 | 3 | -7 | . | . | . | 3 | .
35 | CC(=O)C1=C(O)C(=O)N(CCC(=O)O)C1c1ccccc1Cl (stereo unspecified) | . | -9 | . | 0 | 21 | . | 18 | -4
36 | COc1ccc(N2CCN(C(=O)[C@H](C)NC(=O)c3ccccc3Cl)CC2)cc1 | 23 | -68 | 4 | 6 | 23 | -20 | 9 | 5
37 | C[C@@H]1CCCCO[C@H](CN(C)Cc2ccc(C(F)(F)F)cc2)[C@H](C)CN([C@H](C)CO)C(=O)c2cc(NS(=O)(=O)c3ccccc3)ccc2O1 | -21 | . | 24 | -2 | 15 | 89* | 26 | -3
38 | CCOc1cccc(/C=N/NC(=O)c2cccnc2)c1O | 5 | 15 | 5 | 0 | 5 | 37 | 56* | 2
39 | O=C(Nc1cccc(-c2cn3ccccc3n2)c1)c1cccs1 | 4 | . | -7 | . | . | -36 | -3 | .
40 | NS(=O)(=O)c1cccc(NC(=O)CN2CCCc3ccccc32)c1 | 7 | 9 | -14 | -2 | 9 | 7 | -5 | -2
41 | Cc1ccc(CN2CCN(Cc3cc4ccccc4o3)CC2CCO)cc1 (stereo unspecified) | -27 | 0 | 5 | -5 | 0 | -37 | 0 | -3
42 | Cc1ccc(Nc2n[nH]c(C)c2[N+](=O)[O-])cc1C | 2 | . | -46 | . | . | -224 | -3 | .
43 | CCOC(=O)N1CCC(NC(=O)CCCN2C(=O)CSc3ncccc32)CC1 | . | -9 | . | 4 | -8 | . | 3 | -7
44 | Cc1ccccc1S(=O)(=O)N1CC[C@@H]2[C@H]1c1cc(-c3ccccc3F)ccc1N[C@@H]2CO | 7 | -23 | 4 | -5 | 5 | -3 | -1 | 6
45 | CCC(=O)N[C@H]1CC[C@@H](CC(=O)NCc2ccccc2OC)O[C@H]1CO | 6 | 4 | -6 | 4 | 6 | -11 | -3 | 2
46 | CC(C)=CCN1CCN(CC#Cc2ccccc2)CC1CCO (stereo unspecified) | 6 | 24 | -8 | 1 | 8 | -5 | 0 | -2
47 | COC(=O)CN1C(=O)COc2ccc(Cl)cc21 | 5 | -1 | -24 | 2 | 6 | 6 | . | -4
48 | COc1ccccc1NC(=S)NCCc1c[nH]c2ccccc12 | . | -4 | . | 14 | -10 | . | 13 | -4
49 | Cc1cc(C)c(NS(=O)(=O)c2ccccc2)c(C)c1 | 6 | -2 | -13 | 2 | -13 | -6 | -5 | 2
50 | O=S(=O)(c1cccs1)N1CCN(Cc2ccccc2)CC1 | . | 0 | . | -1 | 4 | . | -1 | -2
51 | Cc1nc(CNC(=O)c2ccccc2OC2CCN(S(C)(=O)=O)CC2)cs1 | 5 | . | -25 | . | 1 | 15 | 0 | .
52 | C[C@H]1CN([C@@H](C)CO)C(=O)c2cc(NC(=O)CCCCCC(=O)Nc3ccccc3N)ccc2O[C@H]1CN(C)C(=O)Nc1ccccc1 | -7 | . | 16 | . | -1 | -40 | . | .
53 | CCOc1cc(/C=N/NC(=O)CN2CCCCC2)ccc1OCc1ccc(Cl)cc1 | -20 | . | 7 | . | . | 26 | 7 | .
54 | COC(=O)c1ccc(C(=O)OC)c(NC(=O)CSc2ccccn2)c1 | -6 | 9 | 4 | -4 | -19 | . | -3 | 4
55 | Cc1ccc(C(=O)c2c(NC(=O)c3ccncc3)sc3c2CCCC3)cc1 | . | . | . | 1 | 9 | 11 | 0 | 4
56 | CN(c1ccccc1)S(=O)(=O)c1cc(C(=O)OCC(=O)c2c(N)n(C)c(=O)n(C)c2=O)ccc1Cl | . | -5 | 6 | 1 | -9 | 9 | -1 | 3
57 | CSc1cccc(CNC(=O)C2CCC(=O)N(CCCN3CCCC3=O)C2)c1 (stereo unspecified) | 22 | 4 | -11 | 4 | . | -20 | -2 | 2
58 | COc1ccccc1-c1ccccc1C1=CC(=O)CC(C)(C)C1=O | 1 | -1 | 44 | 4 | 1 | 11 | . | -5
59 | CCN(CC)c1ccc(C2C(C(=O)Nc3ccccn3)=C(C)NC3=C2C(=O)CC(C)(C)C3)cc1 (stereo unspecified) | -6 | 0 | . | 4 | -4 | -17 | -2 | 1
60 | C[C@H](CO)N1C[C@H](C)[C@@H](CN(C)CC2CCCCC2)Oc2ccc(NS(=O)(=O)c3ccc(Cl)cc3)cc2C1=O | -12 | 24 | -1 | 3 | . | 6 | 16 | -1
61 | O=[N+]([O-])c1ccc(CSc2nnc(Cc3ccccc3)n2-c2ccc(F)cc2)cc1 | -31 | . | 9 | . | -8 | 22 | 2 | .
62 | Cc1nc(SC2CCOC2=O)c2c(C)c(C)sc2n1 (stereo unspecified) | . | 6 | . | 3 | 0 | . | -4 | -5

# Screening results: PubChem BioAssay, Broad Institute
